Source: PubChem BioAssay
GDH-TPI counter = counter-screen for M. tuberculosis FBA inhibitors: GDH-TPI coupled enzymes | GDH-TPI coupled enzyme counterscreen, NADH absorbance | inhibition, % at 4.8 µM | 360,000 tested, 1.2% active | AID 588335; in the data active = inhibition above about 30%;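 also: 0% = DMSO wells and 100% = wells lacking the enzyme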
UGM FP inh = blocks M. tuberculosis UGM enzyme | P9WIQ1 | inhibition, % at 10 µM | purified UGM, fluorescence polarization probe displacement | 320,000 tested, 0.06% active; in the data active = inhibition above about 10%, passing the limit was not always enough
Target sequence (P9WIQ1 whole entry, looked up): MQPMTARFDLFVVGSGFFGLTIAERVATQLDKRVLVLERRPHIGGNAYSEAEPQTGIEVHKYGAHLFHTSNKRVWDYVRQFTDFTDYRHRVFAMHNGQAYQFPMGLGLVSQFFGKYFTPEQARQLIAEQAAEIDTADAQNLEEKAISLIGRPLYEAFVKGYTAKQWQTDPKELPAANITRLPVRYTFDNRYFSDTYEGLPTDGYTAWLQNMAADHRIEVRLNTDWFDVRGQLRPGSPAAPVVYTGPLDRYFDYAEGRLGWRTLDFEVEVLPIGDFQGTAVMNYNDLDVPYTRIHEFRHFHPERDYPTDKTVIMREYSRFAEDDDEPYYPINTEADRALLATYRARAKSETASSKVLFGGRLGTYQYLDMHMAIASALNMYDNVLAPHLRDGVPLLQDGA
FadD28 binding = blocks FadD28 binding to the bisubstrate probe; fluorescence polarization; inhibition, % at 12.5 µM; 360,000 tested, 0.22% active; AID 588549; in the data active = inhibition above about 8.5%, passing the limit was not always enough
Yp Topo-I inh = inhibitors of Yersinia pestis topoisomerase I | Y. pestis Topo-I cleavage product accumulation, plate reader | 360,000 tested, 0.064% active | activity, % at 10 µM; in the data active = activity above about 50%, passing the limit was not always enough; also: inactives centre near 2
Mtb BioA inh = inhibitors of Mycobacterium tuberculosis BioA enzyme | inhibition, % at 9.99 µM | 360,000 tested, 0.096% active | purified M. tuberculosis BioA enzyme, plate reader; in the data active = inhibition above about 40%
PfHsp40 yeast = compounds rescuing yeast from Plasmodium falciparum HSP40 toxicity; growth rescue, % at 12.5 µM; 340,000 tested, 0.68% active; S. cerevisiae expressing PfHsp40, growth rescue, ATP luminescence; in the data active = growth rescue above about 28%, passing the limit was not always enough;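 also: yeast W303a lacking pdr1 and pdr3 grown in galactose medium; growth measured after three days at 30 °C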
BH1578 lux ind = inducers of Vibrio cholerae quorum light production without autoinducers; 350,000 tested, 0.16% active; activation, % at 18.7 µM; V. cholerae BH1578 lux reporter, luminescence, 6 h; AID 588436; in the data active = activation mostly above about 9.7%, no sharp cut-off; also: not every result past the cut was called active; inactives centre near 0; reference of the scale not given here
FBA Mtb inh = inhibits M. tuberculosis FBA enzyme; P9WQA3; purified M. tuberculosis FBA, fluorescence read-out; inhibition, % at 1 µM; 360,000 tested, 2.3% active; AID 588726; in the data active = inhibition above about 27%;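 also: 0% = vehicle and 100% = reference inhibitor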
Target sequence (P9WQA3 whole entry, looked up): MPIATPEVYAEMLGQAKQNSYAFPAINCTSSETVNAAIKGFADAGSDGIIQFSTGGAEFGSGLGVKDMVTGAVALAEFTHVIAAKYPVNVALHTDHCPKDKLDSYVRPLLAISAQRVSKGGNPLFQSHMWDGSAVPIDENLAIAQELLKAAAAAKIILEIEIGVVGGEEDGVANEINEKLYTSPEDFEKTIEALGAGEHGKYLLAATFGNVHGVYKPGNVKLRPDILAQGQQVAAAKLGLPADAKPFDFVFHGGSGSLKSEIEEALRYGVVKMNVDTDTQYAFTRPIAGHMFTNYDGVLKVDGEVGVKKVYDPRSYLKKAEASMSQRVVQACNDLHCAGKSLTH
TcdB GH inh = TcdB glycohydrolase inhibition; P18177; TcdB glycohydrolase enzymatic assay, plate reader; inhibition, % at 9.99 µM; 350,000 tested, 0.24% active; in the data active = inhibition above about 10%
* hit, by the source's call; i = inactive; nt = not tested or not shown; & = joins results of further samples.

Molecule | GDH-TPI counter | UGM FP inh | FadD28 binding | Yp Topo-I inh | Mtb BioA inh | PfHsp40 yeast | BH1578 lux ind | FBA Mtb inh | TcdB GH inh
C[C@H]1CN([C@@H](C)CO)C(=O)c2c(c3ccccc3n2C)-c2ccccc2CO[C@H]1CN(C)C(=O)[C@@H]1CCCN1C | -0.9 | nt | 0.9 | 2.3 | -0.3 | nt | -0.6 | 2.5 | 1.0
CN1C[C@@H]2C(c3ccc(C(F)(F)F)cc3)C3(c4cccnc4)CC2(C3)[C@H]1c1ccccc1 (stereo partly specified) | 9.4 | 1.6 | -2.3 | 16.9 | -0.9 | -1.5 | i | 0.8 | 0.5
CCNc1nc(NC(C)(C)C)nc(N2CCCCC2)n1 | 5.2 | -0.7 | -4.6 | 4.1 | nt | -2.5 | -3.0 | 1.5 | -1.3
CCCOc1ccc(C(=O)CCC(=O)Nc2ccc(N3CCN(C)CC3)cc2)cc1 | -4.6 | -1.7 | -4.7 | -13.4 | -0.1 | -0.4 | -0.4 | -0.5 | 2.2
Cc1ccc(C(=O)O/N=C(\N)c2nonc2N)cc1 | -1.5 | -3.4 | -5.7 | -1.5 | 0.8 | 0.7 | -0.8 | -1.2 | 0.4
O=C(c1ccco1)N(Cc1cccc(Cl)c1)C1CCS(=O)(=O)C1 (stereo unspecified) | 3.0 | 3.9 | 0.5 | -4.3 | 1.2 | 0.3 | -0.2 | -0.4 | 1.1
Cc1ccc2c(c1)N(CCC(=O)NCC1COc3ccccc3O1)C(=O)CO2 (stereo unspecified) | -9.6 | -2.0 | 0.8 | 10.4 | -0.2 | -0.7 | i | -2.1 | nt
O=C(O)C(Cc1cccs1)c1cccs1 (stereo unspecified) | 8.8 | nt | 0.0 | -4.4 | -1.8 | -0.6 | 1.0 | 2.3 | 0.8
Nc1ncccc1OCc1ccc(Br)cc1 | 13.4 | nt | -0.1 | 2.8 | nt | 1.7 | i | 1.8 | 2.4
COc1cc2[nH]c(=O)c(C(=O)NCc3ccccc3Cl)c(O)c2cc1OC | 10.4 | -0.7 | -2.7 | 5.8 | -0.4 | -2.2 | -0.7 | 0.9 | 0.5

Pulled one by one from above, two records:
Molecule | GDH-TPI counter | UGM FP inh | FadD28 binding | Yp Topo-I inh | Mtb BioA inh | PfHsp40 yeast | BH1578 lux ind | FBA Mtb inh | TcdB GH inh
C[C@H]1CN([C@@H](C)CO)C(=O)c2c(c3ccccc3n2C)-c2ccccc2CO[C@H]1CN(C)C(=O)[C@@H]1CCCN1C | -0.9 | nt | 0.9 | 2.3 | -0.3 | nt | -0.6 | 2.5 | 1.0
Nc1ncccc1OCc1ccc(Br)cc1 | 13.4 | nt | -0.1 | 2.8 | nt | 1.7 | i | 1.8 | 2.4

Going on with the list.
Molecule | GDH-TPI counter | UGM FP inh | FadD28 binding | Yp Topo-I inh | Mtb BioA inh | PfHsp40 yeast | BH1578 lux ind | FBA Mtb inh | TcdB GH inh
O=C(CN1CCCCCC1)Nc1ccccc1[N+](=O)[O-] | -1.7 | -2.1 | -1.9 | 2.2 | -0.1 | -2.2 | i | 1.6 | 2.2
c1ccc(-c2nnsc2-c2ncc[nH]2)cc1 | 6.1 | -1.7 | -2.6 | -10.9 | nt | 2.0 | 5.2 | 1.5 | 0.7
Cc1ccc(OCC(=O)Nc2ccc(CN3CCOCC3)cc2)cc1 | 2.4 | 1.8 | -1.3 | 3.6 | -1.7 | -0.7 | i | 1.4 | 1.5
COC(=O)CSc1nnc(-c2cccnc2)n1-c1cc(OC)cc(OC)c1 | -2.5 | 0.1 | -2.2 | 8.6 | -1.1 | 6.3 | -1.0 | -2.4 | nt
Cn1nnnc1SCC(=O)Nc1cc(C(F)(F)F)ccc1N1CCOCC1 | -3.8 | -2.4 | -2.6 | -10.3 | 2.9 | -0.6 | 6.7 | -1.4 | 0.8
O=C(CCS(=O)(=O)c1ccc(Br)cc1)NCCC1=CCCCC1 | 3.1 | -0.1 | -4.0 | 14.2 | 0.5 | 0.1 | -0.3 | 1.4 | 1.0
Nc1ccc(C(=O)Nc2ccc(OC(F)(F)C(F)F)c(NC(=O)c3ccc(N)cc3)c2)cc1 | 4.8 | -1.5 | -3.4 | -13.0 | -2.3 | -0.8 | -0.2 | -0.3 | 1.7
Fc1ccc(/C=N/Nc2nn[nH]n2)cc1 | 1.9 | -0.4 | -0.1 | 7.9 | nt | -0.5 | -0.4 | 4.9 | -5.0
OC[C@@H]1CN(Cc2cccs2)C[C@H](n2cnc3c(NCc4ccco4)ncnc32)O1 | 8.0 | nt | -3.0 | 4.8 | 1.4 | nt | -0.5 | -1.8 | 1.7
O=C(O)C1Nc2ccc(Br)cc2C2C=CCC12 (stereo unspecified) | -2.5 | 5.1 | 27.3* | -0.5 | 2.8 | 3.4 | -0.2 | -2.0 | nt
Cc1ccn(CCC(=O)N2CCCC(CCC(=O)N3CCN(c4ccccn4)CC3)C2)n1 (stereo unspecified) | 7.3 | 0.9 | -0.9 | 5.3 | -0.1 | 0.3 | -0.2 | 9.8 | 0.3
Cn1c(=O)c2c(nc(CN3CCN(c4ccccc4)CC3)n2Cc2ccccc2Cl)n(C)c1=O | 1.0 | nt | -3.5 | 9.3 | 0.1 | -1.7 | 3.6 | -1.1 | nt
O=C(N/N=C/c1ccc(OC(=O)c2cccs2)cc1)c1ccc(F)cc1 | 8.7 | 0.8 | -3.4 | 2.0 | -2.0 | 0.3 | nt | 2.8 | nt
c1ccc(-n2nnc3c(N4CCOCC4)ncnc32)cc1 | -2.9 | -2.1 | -2.0 | 0.5 | 0.1 | -0.6 | 1.0 | 4.2 | nt
COc1ccc(CCNC(=O)c2ccc([N+](=O)[O-])cc2Cl)cc1OC | 9.4 | 0.0 | 0.0 | -3.2 | nt | 1.7 | i | 0.1 | 0.5
COc1ccc(N2CCN(C(=O)c3cc4c(s3)-c3ccccc3S(=O)(=O)C4)CC2)cc1 | 19.0 | 0.0 | -1.3 | -5.7 | 5.7 | 0.0 | -0.2 | 0.3 | 1.2
CC(=O)NCCNC(=O)c1ccc(NC2=NC3CS(=O)(=O)CC3S2)cc1 (stereo unspecified) | 6.3 | -1.6 | -1.7 | -0.8 | nt | 0.4 | -0.4 | -1.4 | -0.1
C/C(=N/NC(=O)c1sc(NS(=O)(=O)c2ccccc2)nc1C)c1sc(N)nc1C | 38.2* | 1.1 | 6.6 | -6.3 | 4.2 | -0.7 | -0.5 | 6.4 | -1.5
CCC(CO)N=C1CC(C)(C)CC(=O)/C1=C(/O)CCCN1C(=O)c2ccccc2C1=O (stereo unspecified) | 3.8 | -6.7 | 0.0 | 5.1 | 3.8 | -1.3 | -0.4 | 0.8 | 1.1
Cc1ccc(NC(=O)c2c(C)nc3sc(C(=O)NC4CCCC4)c(N)c3c2-c2ccco2)c(C)c1 | 0.0 | -1.0 | -2.5 | -0.5 | -1.7 | -0.8 | -0.8 | 0.6 | -1.8
CN1CCN(Cc2c(O)c(Cl)cc3c(-c4ccccc4)cc(=O)oc23)CC1 | 7.4 | 0.8 | 0.2 | -9.7 | 0.1 | 0.1 | -0.4 | 8.4 | nt
CCCCN=CC1=C(O)CC(c2ccccc2)CC1=O (stereo unspecified) | -11.9 | 0.3 | -4.7 | 6.0 | 1.6 | -0.2 | -0.6 | -2.6 | 1.7
COC(=O)c1ccccc1NC(=O)c1sc(Cl)nc1C | 2.6 | -0.9 | -1.6 | 2.8 | 27.6 | -0.5 | -0.4 | -0.3 | -0.4
Cc1ccc(SCc2ccc(C(=O)NCc3ccncc3)cc2)cc1 | 2.4 | -1.0 | -0.3 | 38.8 | 1.2 | -0.5 | -1.8 | 1.6 | 0.5
O=C(NCCN1CCOCC1)/C(=C\c1ccccc1Cl)NC(=O)c1ccccc1 | 9.6 | 4.7 | -2.4 | -2.9 | nt | -0.8 | i | 6.0 | 1.6
CC(=O)NCC(=O)N1CCCC(C(=O)c2ccc(-c3ccccc3)c(F)c2)C1 (stereo unspecified) | 3.6 | -0.7 | -0.3 | 7.9 | 0.8 | 0.0 | i | -1.8 | 1.1
CC(=O)Nc1ccc2c(c1)C(=O)N(c1ccc(C)cc1)C2=O | 11.2 | -0.6 | -1.1 | 8.9 | 1.9 | -0.2 | -0.9 | 2.1 | nt
C[C@H]1CN([C@@H](C)CO)C(=O)CCCn2cc(nn2)CO[C@@H]1CN(C)S(=O)(=O)c1ccc(Cl)cc1 | 7.2 | nt | -2.3 | -2.1 | -0.8&-1.7&-1.9 | nt | -0.4 | 5.4 | 0.6&-0.4&-1.4
CCCOc1ccc(C(=O)NCCC(=O)NCCCC(=O)OCC)cc1 | -3.6 | -0.2 | -0.6 | -3.7 | -0.1 | 1.7 | -8.3 | -0.5 | nt
CCCCN1C(=S)NC[C@@H]1c1ccccc1 | 11.7 | -1.5 | -2.5 | 3.7 | -1.4 | -0.2 | -0.5 | 6.3 | 0.3
Cc1cc(C)c2nc(N3CCC(C(=O)N4CCCC4)CC3)sc2c1 | -10.4 | 2.3 | -3.2 | 29.4 | 2.9 | 1.0 | i | -4.1 | -1.7
CC/C(=N\Nc1nncc2ccccc12)c1ccc(F)cc1 | 3.8 | 0.5 | -0.2 | -8.2 | -1.0 | 1.0 | -0.1 | 1.5 | 0.8
CC12CCC3c4ccc(O)c([N+](=O)[O-])c4CCC3C1CCC2=O (stereo unspecified) | -10.0 | nt | -7.1 | -3.1 | 0.6 | nt | i | -0.8 | -5.5
CC1CCCCC12NC(=O)N(CC(=O)NCc1ccccc1Cl)C2=O (stereo unspecified) | 7.3 | -0.6 | -0.7 | -2.7 | 0.5 | -0.1 | i | 0.2 | -0.7
Cc1ccc(NC(=O)Cc2ccc3c(c2)CCCC3)cc1C | 5.7 | 0.5 | 0.4 | 21.9 | -1.1 | 0.7 | -5.0 | -3.7 | 1.0
COc1ccc2cc(C(C)C(=O)N3CCC(C)CC3)ccc2c1 (stereo unspecified) | -2.2 | 2.6 | -1.5 | 36.8 | 0.4 | -1.5 | i | 1.5 | -0.3
CC1CC(C)CN(CC(=O)N2CCCc3c2c(=O)oc2ccc(OCc4ccccc4)cc32)C1 (stereo unspecified) | 1.9 | -3.2 | -1.9 | 1.6 | 0.6 | 0.0 | -0.2 | 4.6 | nt
COc1ccc(CC(=O)N2CCN(c3ccccc3F)CC2)cc1OC | -4.3 | 4.4 | 0.2 | 2.8 | 3.6 | -2.5 | 0.8 | 5.3 | -12.3
CCNC(=O)COc1ccc(-c2ccccc2)cc1 | 9.8 | 2.0 | 0.1 | -10.7 | -3.7 | 1.7 | -2.1 | -4.2 | nt
COc1ccc(-c2[nH]c(-c3ccc(F)cc3)nc2SCC(=O)NCc2ccco2)cc1OC | 12.5 | -2.5 | -1.2 | 2.2 | -0.8 | -0.3 | -0.4 | 4.1 | -3.6
COc1ccccc1NC(=O)Nc1ccc2c(c1)nnn2C | 6.6 | 3.2 | 1.6 | 8.1 | 3.0 | 0.3 | 11.5 | 6.1 | nt
COc1ccc(CNC[C@@H](CCCCN(C)Cc2ccc(OC)cc2)N2C[C@H](c3ccccc3)N(CCc3ccc(Cl)c(Cl)c3)C(=O)C2=O)cc1 | 7.6 | -2.4 | -16.1 | -10.4 | 2.1 | 0.4 | 0.8 | 2.0 | nt
COc1ccc(N=C2CC(C)(C)CC(=O)/C2=C(/O)c2ccccc2)cc1 | 5.2 | -1.4 | -1.2 | -0.9 | nt | 1.9 | -0.3 | -5.5 | 0.2
COc1cc2c(cc1OC)-c1nnnn1C(C)(C)C2 | 10.7 | 3.0 | -3.0 | 1.9 | nt | 0.2 | -0.3 | 2.6 | nt
Cc1sc2nc(C)n(/N=C/c3ccc(O)cc3)c(=O)c2c1C | 40.2* | 0.1 | -1.9 | -3.2 | -1.6 | -1.9 | -0.7 | -2.9 | nt
CCN1CCN(C(C)C(=O)NC2CCCCC2)CC1 (stereo unspecified) | 4.3 | -1.1 | 0.4 | 0.0 | -2.0 | -1.1 | -0.8 | 1.3 | -1.1
NS(=O)(=O)c1ccc(CCNC(=O)C2CCCCC2)cc1 | -5.3 | 1.1 | -2.4 | -0.2 | -2.6 | 0.0 | -0.3 | -0.3 | nt
